# Screening data from PubChem BioAssay.
# TCR act: activates T cell receptor signaling | primary human leukocytes, anti-CD3, IL-2 HTRF, 48 h | 330,000 tested, under 10 active | AID 504894 | Potency, µM (highest dose often 9.22 µM), for inactives: at the top dose activation of IL-2 secretion, hits mostly activators; also: % of control where 0% means no effect
#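 1) Mix primary human leukocytes, a-CD3 beads and compound. 2) Incubate 48 hr. 3) Add HTRF IL-2 reagents (a-IL-2-K, a-IL-2-d2).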
# ELG1 repair inh: inhibitors of ELG1-dependent DNA repair in HEK293T cells; hit rate 2.3% among 330,000; Potency, µM (series often up to 46.1 µM), for inactives: at the highest dose activity change, negative = inhibition, most hits filed as inhibitors; AID 504467; HEK293T ELG1-luciferase reporter, luminescence, 16 h; DNA damage induced by 5-fluorouridine; also: potency is read from the fitted curve at half-maximal effect; % is scaled to controls: 0 for no effect and ±100 for the full control effect; nearly all actives have a fitted effect of over 55% in size
#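 HEK293T cells expressing luciferase-tagged ELG1 (2,000/well) received 5-Fluorouridine plus compound or DMSO for 16 hr at 37 °C. Luciferase was read by ONE-Glo luminescence after 30 min at room temperature.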
# B2AR arrestin: beta2AR (human) beta-arrestin recruitment activity. P07550. beta-arrestin recruitment to beta2AR, cell-based reporter. Potency, µM (highest dose often 46.1 µM), inactives show at the highest dose activation, hits mostly activators. hit rate 0.02% among 330,000;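 also: potency is read from the fitted curve at half-maximal effect; 0% = DMSO controls and full agonism = EC100 isoproterenol or metaproterenol; nearly all actives have a fitted effect of over 65% in size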
# TSG101-PTAP inh: blocks PTAP/TSG101 interaction to inhibit HIV-1 budding; Fluorescence polarization, FITC-PTAP peptide / Tsg101 binding; Potency, µM (doses to about 115 µM), inactives show at the highest dose activity change, negative = inhibition, actives largely listed as inhibitors; 340,000 tested, under 10 active; Q99816; active = well fitted inhibition curve with a large enough effect in the main read-out, with a control signal flat, not every such curve was filed as active; inconclusive = small, poorly fitted or top-dose-only effect, or effect the other way, or a change in a side signal; inactive = no such curve, though single readings can be large or run the other way; also: potency is read from the fitted curve at half-maximal effect; % of control where 0% means no effect
# Target sequence (Q99816 whole entry, looked up): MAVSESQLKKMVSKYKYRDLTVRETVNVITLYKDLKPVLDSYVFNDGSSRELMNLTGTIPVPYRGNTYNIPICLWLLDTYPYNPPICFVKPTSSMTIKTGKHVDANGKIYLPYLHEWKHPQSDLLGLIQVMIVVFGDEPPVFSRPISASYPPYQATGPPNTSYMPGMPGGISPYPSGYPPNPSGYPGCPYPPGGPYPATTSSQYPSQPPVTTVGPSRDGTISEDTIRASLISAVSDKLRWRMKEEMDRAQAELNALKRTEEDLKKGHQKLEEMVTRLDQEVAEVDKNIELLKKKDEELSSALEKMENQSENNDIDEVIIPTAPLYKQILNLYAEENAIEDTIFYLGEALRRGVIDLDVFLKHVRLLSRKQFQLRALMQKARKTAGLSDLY
#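 Fluorescence anisotropy tracks displacement of a FITC-tagged PTAP peptide (50 nM) from the Tsg101 binding domain (10 uM), following a 20 min room-temperature incubation at pH 7.5.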
# BCR signal inh: chronic active BCR signaling inhibition. ABC-DLBCL IkBa-CBG/CBR reporter, luminescence ratio, 4 h. Potency, µM (doses to about 46.1 µM), for the others: top-dose ratio change, negative = lower green/red ratio, actives largely listed as inhibitors. hit rate 0.05% among 340,000. AID 493014; active = well fitted inhibition curve with a large enough effect in the signal ratio, with a control signal flat, not every such curve was filed as active; inconclusive = small, poorly fitted or top-dose-only effect, or effect the other way, or a change in a side signal; the % refers to the signal ratio;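 also: potency is read from the fitted curve at half-maximal effect; plate controls were basal doxycycline-induced cells for no effect and cells given 10 µM MG132 for full effect; MG132 reads +100%, hits lower the ratio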
#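 Cell line TMD8 (human ABC DLBCL), stably expressing tet-inducible CBG68-IkBa fusion and CBR; IMDM/0.5% FBS; cpd up to 46 uM; dox induction, 4 h, 37C/5% CO2; dual luminescence; green/red ratio; MG132 control.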
# TSHR antag: antagonists of human thyroid stimulating hormone receptor | activity change, negative = inhibition, % at 11.5 µM | P16473 | TSHR-expressing cells, TSH-stimulated cAMP HTRF, 2 h; hits give low values | hit rate 0.2% among 330,000;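 active = activity change below a set negative limit, meaning inhibition stronger than a set level, cut at about -70% in these data; inconclusive = activity change between two set negative limits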; also: % is scaled to controls: 0 for no effect and ±100 for the full control effect
#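 Read-out is FRET at 665 nm (cryptate excitation 337 nm) from a cryptate-tagged anti-cAMP antibody, competed by cell cAMP against cAMP-d2. Compounds are tested on freshly harvested TSHR cells challenged with 4nM TSH (EC80) for 2 hours at 37 deg C.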
# uPA generation: inhibitors of cell surface uPA generation. cell surface uPA generation assay, qHTS. Potency, µM (doses to about 38.3 µM), inactives show at the highest dose activity change, negative = inhibition, most hits filed as inhibitors. hit rate 0.31% among 330,000. AID 540303; active = well fitted inhibition curve with a large enough effect; inconclusive = small, poorly fitted or top-dose-only effect; inactive = no such curve, though single readings can be large or run the other way; tested in mouse RAW 264.7 cells; also: potency is read from the fitted curve at half-maximal effect; % is scaled to controls: 0 for no effect and ±100 for the full control effect; nearly all actives have a fitted effect of over 55% in size
# USP2a block: blocks human ubiquitin-specific protease USP2a | hit rate 0.01% among 330,000 | USP2 core, Ub-CHOP2 coupled fluorogenic reporter, 485/531 | Potency, µM (titrated, usually from 38.3 µM), for inactives: at the top dose activity change, negative = inhibition, actives largely listed as inhibitors | O75604;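 also: potency is read from the fitted curve at half-maximal effect; plate controls were DMSO wells for no effect and full inhibition by NEM control for full effect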
#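 USP2 core (10nM final) preincubated 30min RT with compound in 20mM Tris-HCl pH 8.0, 2mM CaCl2, 2mM beta-mercaptoethanol, 0.05% CHAPS; 25nM Ub-CHOP2 plus 25nM reporter substrate added, fluorescence (Ex485/Em531) read after 60min.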
# Tb PFK block: inhibitors of T. brucei phosphofructokinase. T. brucei PFK, ADP-Glo luminescence. AID 485367. hit rate 0.17% among 330,000. O15648. Potency, µM (doses to about 57.5 µM), inactives show top-dose activity, negative = inhibition, hits mostly inhibitors;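 also: potency is read from the fitted curve at half-maximal effect; 0% = uninhibited 1x PFK enzyme wells and -100% = no-enzyme wells; nearly all actives have a fitted effect of over 60% in size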
# Target sequence (O15648 whole entry, looked up): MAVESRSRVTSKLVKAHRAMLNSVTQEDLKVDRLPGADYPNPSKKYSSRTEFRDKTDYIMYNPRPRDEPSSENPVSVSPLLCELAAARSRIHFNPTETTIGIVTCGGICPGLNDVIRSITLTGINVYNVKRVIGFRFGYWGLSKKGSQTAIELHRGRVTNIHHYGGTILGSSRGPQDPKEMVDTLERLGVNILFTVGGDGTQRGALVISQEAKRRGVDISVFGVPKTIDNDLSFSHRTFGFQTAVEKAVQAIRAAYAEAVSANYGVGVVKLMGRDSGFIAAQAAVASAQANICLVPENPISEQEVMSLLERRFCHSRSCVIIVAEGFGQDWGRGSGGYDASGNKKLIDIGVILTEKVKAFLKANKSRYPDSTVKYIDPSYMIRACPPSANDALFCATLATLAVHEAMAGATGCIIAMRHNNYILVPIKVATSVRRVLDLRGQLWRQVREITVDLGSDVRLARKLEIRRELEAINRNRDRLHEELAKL
#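 PFK 1.25 nM, F6P 0.5 mM, ATP 0.1 mM, 0.1 M TEA pH 8.0, 5 mM MgCl2, 0.01% Tween20, 0.1% BSA; 45 min RT. ADP-Glo readout. qHTS titration up to 57 uM; curves fitted, compounds curve-classed.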
# Mito fusion act: mitochondrial division inhibition or fusion activation. AID 485298. Potency, µM (titrated, usually from 46.1 µM), for inactives: top-dose growth rescue (activation), usual class: activators. hit rate 0.23% among 320,000. S. cerevisiae fusion-defective mutant growth rescue, CellTiterGlo 48 h;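 also: potency is read from the fitted curve at half-maximal effect; % of control where 0% means no effect; nearly all actives have a fitted effect of over 45% in size; temperature-sensitive fusion mutants such as fzo1-1 at 37 °C on non-fermentable ethanol glycerol medium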
#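 Growth-rescue viability read-out: after 48 h at the non-permissive 37C in glycerol/ethanol YPEG, yeast mitochondrial fusion mutants are measured by CellTiterGlo luminescence; compounds (23 nl pinned per well) restoring growth score as division inhibitors or fusion activators.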
# Eya2 inh: inhibitors of human Eya2 phosphatase activity; hit rate 0.006% among 330,000; AID 488837; O00167; recombinant Eya2, OMFP fluorescence dephosphorylation (OMFP is methylfluorescein phosphate); Potency, µM (titrated, usually from 76.9 µM), inactives show top-dose activity, negative = inhibition, hits mostly inhibitors; also: potency is read from the fitted curve at half-maximal effect; % is scaled to controls: 0 for no effect and ±100 for the full control effect
#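 Eya2 protein (added as 0.2 uM solution) was preincubated with compound for 10 min at ambient temperature in 50 mM HEPES pH 7.5, 50 mM NaCl, 5 uM MgCl2, 0.05% BSA, 1 mM DTT. OMFP (added at 50 uM) then reacted 10 min; fluorescence read at 485/525 nm.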
# * hit, by the source's call; ? = inconclusive; nt = not tested or not shown; [ ] = dose if it differs, or a comment. Unless noted, calls follow the shape of the dose curve; as a rule, active = well fitted curve in the direction sought with a large enough effect; inconclusive = small, poorly fitted or top-dose-only effect, or another doubt; inactive = no such curve, though single readings can be large; an effect the other way counts as inactive or inconclusive.
SMILES,TCR act,ELG1 repair inh,B2AR arrestin,TSG101-PTAP inh,BCR signal inh,TSHR antag,uPA generation,USP2a block,Tb PFK block,Mito fusion act,Eya2 inh
Cc1ccc(N2C(=O)NC(=O)/C(=C\C=C\c3ccco3)C2=O)cc1,0%,?,-1.2%,1%,?,-8,7.9µM*,10%,?,-2%,?
BrCC1C[n+]2c(SCc3ccccc3)nc3sc4c(c3c2O1)CCCC4 (stereo unspecified),3%,0%,-0.8%,-12%,?,14,-10%,2%,3%,27%,-12%
Cc1ccc(N2C(=O)NC(=O)/C(=C/c3ccoc3)C2=O)cc1,5%,3%,-0.6%,-3%,9%,3,4%,30%,?,0%,27%
COC(=O)C1=C(c2ccc3ccccc3c2)C[C@@H]2CC[C@H]1N2C(=O)NCCNC(C)=O,-2%,14%,-0.1%,0%,-1%,-18,7%,0%,0%,0%,-18%
COc1ccc(CC(=O)Nc2ccc(C#N)c(Cl)c2)cc1S(=O)(=O)N1CCOCC1,3%,-3%,-0.8%,-2%,-1%,-3,8%,2%,0%,1%,9%
Fc1ccc(CCNCc2ccccc2Cl)cc1,-3%,19%,-0.4%,-9%,10%,-10,1%,3%,-1%,1%,0%
CCCC[N+]12CCC(CC1)C(=C(c1ccccc1)c1ccccc1)C2,1%[46.1 µM],-15%,-0.4%,-3%,-14%,2,0%,4%,5%,-4%,1%
Cc1ccc(-n2ncc3c(=O)n(CC(=O)NCc4ccco4)cnc32)cc1C,-1%,-3%,0.1%,-2%,-2%,6,?,2%,-1%,6%,-3%
O=c1[nH]c(=S)[nH]c(O)c1N=Nc1cccc(S(=O)(=O)N2CCOCC2)c1,0%,?,-0.9%,-2%,-5%,-5,-2%,4%,1%,1%,10%
CCC(C(=O)N1C[C@H]2C[C@@H](C1)c1cccc(=O)n1C2)c1ccccc1 (stereo partly specified),-5%,-1%,0.3%,-5%,10%,8,-4%,-1%,1%,-8%,5%
Fc1ccc(C(OCCN2CCCC2)c2ccc(Br)cc2)cc1 (stereo unspecified),-2%[46.1 µM],-3%,-0.4%,-3%,?,6,-6%,-2%,-3%,-11%,-3%
Cc1cccc(NC(=O)CSc2nnc([C@@H](N)Cc3c[nH]c4ccccc34)o2)c1C,4%,?,-0.3%,-5%,-3%,-8,0%,3%,-2%,-2%,16%
NCCCC(=O)OC1N=C(c2ccccc2Cl)c2cc(Br)ccc2NC1=O (stereo unspecified),1%,10%,0.0%,-1%,0%,-6,4%,0%,0%,-2%,16%
Cc1c(C(=O)OCC(C)C)[nH]c2c1C(=O)CC(c1ccco1)C2 (stereo unspecified),-5%[46.1 µM],?,0.2%,3%,?,2,?,0%,-21%,27%,2%
COc1cccc(OC)c1C1=NCC(=O)Nc2c1oc1ccc(Br)cc21,3%[46.1 µM],?,0.1%,-3%,?,8,?,2%,7%,?,-4%
CC1N=C(c2ccccc2)c2cc(Br)ccc2NC1=O (stereo unspecified),-6%,-4%,-0.9%,-6%,-12%,-10,4%,-1%,-6%,-14%,-4%
Nc1ncc(P(=S)(N2CCOCC2)N2CCOCC2)s1,-5%,0%,-0.1%,0%,5%,7,3%,3%,-8%,-1%,-4%
Cn1cc(C(=O)N2CCCCC2)c2ccccc21,-8%,-2%,-0.1%,-5%,-10%,-1,-1%,4%,1%,4%,-14%
CCOc1cccc(C2NCc3ccccc3-n3cccc32)c1O (stereo unspecified),1%,-1%,-0.4%,0%,5%,5,-1%,-2%,12%,-2%,-21%
CC1=NN(c2ccccc2)C(=O)C1/C=C1/C(=O)NC(=O)N(c2cc(C)cc(C)c2)C1=O (stereo unspecified),1%,0%,0.1%,-5%,16%,3,2%,2%,-22%,-1%,-1%
CCN(CC)P(=O)(Oc1ccccc1)Oc1ccccc1,19%,0%,0.0%,-2%,-8%,33,5%,-2%,-18%,-5%,-5%
O=C(CCC(=O)N1CCC2(CC1)OCCO2)Nc1nnc(C2CCCCC2)s1,-4%,7%,-0.5%,-3%,7%,5,2%,1%,1%,2%,17%
CCc1ccc(CN2CCN(Cc3cc(Br)ccc3O)CC2)cc1,-4%,?,0.5%,0%,?,-10,3%,1%,-3%,12%,-8%
Cc1cccc(C2=NCC(=O)N(CC(=O)NCc3ccco3)c3sc4c(c32)CCCC4)c1,-2%,?,11%,-4%,4%,14,-2%,-3%,-15%,-1%,-33%
O=c1c2ccccc2nc(/C=C/c2ccc(O)cc2)n1-c1ccc(O)cc1,-2%,-30%,0.2%,0%,?,14,9%,-1%,-11%,12%,5%
Cn1c(O)c(C=NCCN2CCNCC2)c(=O)n(C)c1=O,0%[46.1 µM],-3%,-0.5%,-7%,-1%,-1,-1%,4%,-9%,0%,-18%
CN1C(=O)N(C)C(=O)C2(Cc3c(nc4ccccn4c3=O)N3CCC(Cc4ccccc4)CC32)C1=O (stereo unspecified),nt,-16%,-0.4%,nt,-4%,-10,nt,-1%,5%,16%,-6%
COC(=O)C1=C(c2c(C)noc2C)C[C@@H]2CC[C@H]1N2C(=O)NCCO,-4%,22%,0.2%,-1%,-1%,12,20%,1%,-2%,-3%,15%
COC(=O)C1=C(c2ccc(Cl)c(C(F)(F)F)c2)C[C@@H]2CC[C@H]1N2C(=O)NC(C)C,1%,-4%,-0.8%,-1%,-1%,6,-2%,0%,-4%,-1%,-3%
O=C(CN1CCCCC1)c1ccc2c(c1)OCO2,0%,?,-1.0%,-3%,-6%,8,-9%,0%,1%,-8%,4%
CCN1C(=O)/C(=C/c2ccc3c(c2)CCN3CCCCl)C(=O)NC1=S,-2%[46.1 µM],17%,-0.4%,-2%,2%,9,-3%,1%,-9%,0%,6%
CN(C)C(CNC(=O)Cc1c(Cl)cccc1Cl)c1ccccc1 (stereo unspecified),nt,26%,0.3%,3%,3%,8,-2%,1%,-1%,-6%,0%
Cc1cc(Cl)ccc1N=Cc1c(O)n(C)c(=O)n(C)c1=O,nt,9%,0.2%,nt,?,-1,nt,0%,4%,1%,-2%
C=CCn1c(O)c(C(CC)=NCCCO)c(=O)[nH]c1=O,7%,?,0.1%,-3%,7%,4,-3%,2%,3%,2%,24%
CCN(CC)C(=O)CC(c1ccc(N(C)C)cc1)c1c(OC)cc(OC)c2c(-c3ccccc3)cc(=O)oc12 (stereo unspecified),-5%,?,-0.1%,nt,-13%,-3,?,-12%,1%,-96%[inhibitor],-20%
CC(C)N1C(=O)CCC1C(=O)N1CCC2(CC1)OCCO2 (stereo unspecified),3%,1%,0.4%,-4%,-4%,-5,nt,1%,4%,-1%,-7%
CCN(CC)c1ccc(CN2CC=C(c3ccc(F)cc3)CC2)cc1,-1%,15%,-0.6%,0%,-16%,2,-9%,1%,0%,-2%,-9%
COc1ccc(-n2c(O)c(/C(C)=N/Nc3ccccc3)c(=O)[nH]c2=O)cc1,6%,7.3µM*,-0.3%,-3%,-12%,4,3%,0%,0%,1%,-5%
Cc1ccccc1-c1nc2ccccc2c(=O)n1C,nt,14%,0.0%,0%,3%,20,-5%,0%,-1%,-3%,-7%
Cn1ccnc1P(=S)(c1nccn1C)c1nccn1C,3%,-16%,0.0%,-11%,3%,3,5%,1%,-10%,-4%,10%
CCCOC(=O)C1C2c3ccccc3C(c3ccccc32)C1C(=O)O (stereo unspecified),-3%,0%,-0.1%,1%,?,0,4%,2%,-5%,-5%,-19%
O=[N+]([O-])c1ccc(Nc2ccccc2)cc1,0%,?,-0.6%,-5%,0%,17,-23%,0%,0%,2%,-7%
CCOc1cc2c(cc1OCC)-n1cccc1C(c1ccc(C(C)C)cc1)NC2 (stereo unspecified),1%,?,-0.9%,-1%,?,1,-6%,-10%,5%,-103%[inhibitor],-4%
COc1ccccc1-n1c(CNCC2CCCO2)nc2ccccc2c1=O (stereo unspecified),-4%[46.1 µM],0%,-3.1%,1%,-1%,3,0%,1%,-24%,-1%,6%
Cc1ccsc1C(=O)C1CCCN(CCO)C1 (stereo unspecified),-5%,-5%,?,-5%,1%,40,-2%,-2%,7%,4%,1%

# An excerpt, so the mix of outcomes need not match the whole.
